Assay outcomes as filed in PubChem BioAssay.
CHRM5 PAM: human M5 muscarinic receptor positive allosteric modulators, primary screen, CHO-K1 cells, Fluo-8 calcium fluorescence; Muscarinic acetylcholine receptor M5 (Homo sapiens), P08912; CHO-K1 hM5, ACh EC20 PAM; 0% = ACh EC20, 100% = ACh EC100; activation, % at 3 µM; 360,000 tested, 0.3% active; AID 624038, 2012;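 active means activation above the run cutoff, the mean activation of all test compounds plus 3 SD, cut at about 18% in these data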
Target sequence (P08912 whole entry, looked up): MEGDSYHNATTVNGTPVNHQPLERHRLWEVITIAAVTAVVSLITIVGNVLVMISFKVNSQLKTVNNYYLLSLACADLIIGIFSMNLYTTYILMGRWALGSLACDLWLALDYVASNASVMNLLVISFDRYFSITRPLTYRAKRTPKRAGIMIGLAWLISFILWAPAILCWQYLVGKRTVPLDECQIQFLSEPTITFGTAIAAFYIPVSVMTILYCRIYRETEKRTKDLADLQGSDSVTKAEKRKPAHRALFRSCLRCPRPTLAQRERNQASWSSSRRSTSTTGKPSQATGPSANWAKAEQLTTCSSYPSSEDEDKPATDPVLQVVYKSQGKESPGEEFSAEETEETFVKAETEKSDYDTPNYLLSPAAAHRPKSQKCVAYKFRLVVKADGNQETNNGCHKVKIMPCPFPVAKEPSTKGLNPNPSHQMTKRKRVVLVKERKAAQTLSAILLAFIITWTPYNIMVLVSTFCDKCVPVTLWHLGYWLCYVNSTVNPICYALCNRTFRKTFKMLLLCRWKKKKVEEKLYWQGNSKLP
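Assay system: CHO-K1 hM5 cells. Also added: acetylcholine at EC20 concentration, added after compound. Dosing: 3 µM, single dose. Times: compound preincubation 140 s before EC20 acetylcholine addition. Signal: Fluo-8 calcium fluorescence. Measure: % activation relative to EC20 and EC100 ACh responses. Repeats: singlicate, one well per test compound.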
CRFR2-BP antag: antagonists of CRF-BP/CRF-R2 complex, primary screen, cell-based, HEK293, calcium dye fluorescence, uHTS; 350,000 tested, 0.59% active; CRF-induced calcium fluorescence; inhibition, % at 11.8 µM; AID 588475, 2011;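 active means inhibition of the ligand-induced calcium signal above about 50% at the single tested concentration, limit read from the data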
M5 ag: human M5 muscarinic receptor agonists, primary screen, CHO-K1 cells, Fluo-8 calcium fluorescence; Muscarinic acetylcholine receptor M5 (Homo sapiens), P08912; CHO-K1 hM5 cells; 0% DMSO wells, 100% maximal acetylcholine response; activation, % at 3 µM; 360,000 tested, 0.19% active;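 active means activation above the run's mean over test compounds plus 3 SD, cut at about 23% in these data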;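 further: signal is peak over basal fluorescence ratio across the kinetic read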
M1 PAM parental: nonselective calcium activators in parental CHO-K1 cells, primary screen, counter-screen for M1 PAM project, cell-based, Fluo-8 calcium fluorescence, full deck, 1536-well | ATP EC20; 0% at ATP EC20, 100% at ATP max | activation, % at 3 µM | 360,000 tested, 0.02% active;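 active means activation above the run cutoff, the mean activation of all test compounds plus 3 SD, cut at about 40% in these data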;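 further: peak over basal fluorescence ratio in a 140 s read after ATP addition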
M5 antag: human M5 muscarinic receptor antagonists, primary screen, CHO cells, Fluo-8 calcium fluorescence; CHO-hM5 cells, ACh EC80; 360,000 tested, 0.59% active; Muscarinic acetylcholine receptor M5 (Homo sapiens), P08912; inhibition, % at 3 µM;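 active means inhibition above a per-plate cutoff, the mean of that plate's test compounds plus 3 SD, cut at about 27% in these data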;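 further: 0% = acetylcholine EC80 with DMSO and 100% = DMSO without agonist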
CHRM4 PAM: human M4 muscarinic receptor positive allosteric modulators, primary screen, CHO-K1 cells, Fluo-8 calcium fluorescence. Muscarinic acetylcholine receptor M4 (Homo sapiens), P08173. CHO-K1 hM4/Gqi5, ACh EC20; 0% = ACh EC20, 100% = maximal ACh. 360,000 tested, 0.4% active. activation, % at 3 µM. AID 624126, 2012;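 active means activation above its plate's cutoff, the mean activation of sample wells plus 3 SD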; further: some results filed as inactive read as strong as hits
Target sequence (P08173 whole entry, looked up): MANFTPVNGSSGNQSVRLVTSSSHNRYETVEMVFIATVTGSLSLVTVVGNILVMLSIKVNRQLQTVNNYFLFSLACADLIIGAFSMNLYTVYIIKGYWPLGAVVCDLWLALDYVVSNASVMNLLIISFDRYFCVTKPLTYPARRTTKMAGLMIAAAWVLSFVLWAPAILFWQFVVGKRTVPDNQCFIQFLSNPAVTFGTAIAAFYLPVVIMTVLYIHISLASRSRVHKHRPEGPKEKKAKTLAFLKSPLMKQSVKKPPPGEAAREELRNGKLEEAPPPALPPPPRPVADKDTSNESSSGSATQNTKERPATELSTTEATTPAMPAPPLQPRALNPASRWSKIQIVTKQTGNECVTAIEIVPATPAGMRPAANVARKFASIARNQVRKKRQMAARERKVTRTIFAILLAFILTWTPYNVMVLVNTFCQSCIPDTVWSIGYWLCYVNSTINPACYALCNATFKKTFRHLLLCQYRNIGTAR
TAAR1 antag: human TAAR1 antagonists, primary screen, Fluo-8 calcium fluorescence, CHO RD-HGA16 cells. inhibition, % at 3 µM. antagonist. Trace amine-associated receptor 1 (Homo sapiens), Q96RJ0. 360,000 tested, 1.5% active;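 active means inhibition above a per-plate cutoff, the mean inhibition of test compounds on that plate plus 3 SD, cut at about 49% in these data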;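 further: 0% = DMSO plus EC80 beta-PEA response and 100% = DMSO alone without agonist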
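System: CHO RD-HGA16 cells bearing hTAAR1. Reagent: EC80 β-phenethylamine stimulus. Schedule: seeding 17-24 h prior, 75-min 37 °C, 30-min RT dye loading. Signal: Fluo-8 intracellular calcium dye fluorescence, real-time kinetic reads. Read-out: % inhibition from peak post-agonist over basal fluorescence ratio. Benchmarks: vehicle wells and EC80 agonist wells. Replicates: n of 1.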
TAAR1 ag: human TAAR1 agonists, primary screen, Fluo-8 calcium fluorescence, CHO RD-HGA16 cells | vehicle wells 0%, saturating PEA agonist 100% | activation, % at 3 µM | AID 624467, 2012 | Trace amine-associated receptor 1 (Homo sapiens), Q96RJ0 | 360,000 tested, 0.99% active;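 active means activation above the mean activation of all test compounds in the run plus 3 SD, cut at about 38% in these data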
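Test system: RD-HGA16 (CHO) cells co-expressing Gα16 and hTAAR1 | Doses: Single dose, 3 µM | Schedule: 17-24 h seeding, 75 min 37 °C dye, 30 min RT | Evaluation: % activation from peak over basal fluorescence ratio, DMSO-to-PEA scaled | Technique: Kinetic Fluo-8 calcium fluorescence | Benchmarks: Low control DMSO, high control PEA (EC100)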
CRFBP-R2 agonist: agonists of CRF-BP/CRF-R2 complex, primary screen, cell-based, HEK293, calcium dye fluorescence, uHTS. activation, % at 13.2 µM. AID 588473, 2011. 350,000 tested, 0.46% active. calcium dye fluorescence (FLIPR); percent of saturating CRF peptide response;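 active means activation of at least 50%, plus an integration ratio under a set limit after plate pattern correction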;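 further: plate controls were neutral control wells without compound for no effect and CRF at EC100 for full effect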
Numbers without * were called inactive; . = no result given.

SMILES | CHRM5 PAM | CRFR2-BP antag | M5 ag | M1 PAM parental | M5 antag | CHRM4 PAM | TAAR1 antag | TAAR1 ag | CRFBP-R2 agonist
CCN(CC(=O)NC1CCS(=O)(=O)C1)S(=O)(=O)c1cc(C)ccc1C (stereo not drawn) | 9 | 1 | -2 | 18 | -5 | 1 | -20 | 0 | -0.6
COc1ccc(-c2ccoc2)cc1[C@H]1[C@H]2C=CC[C@@H](C)[C@@H]2C(=O)N1Cc1ccccc1 | -5 | 10 | 3 | 24 | 2 | -8 | 5 | 9 | 0.2
CC(=O)Nc1ccc(NC(=O)c2ccccc2Nc2ccccc2)cc1 | 1 | 4 | 5 | 19 | 0 | -1 | 18 | 0 | -0.4
O=C(COc1ccccc1C(=O)NCc1ccncc1)Nc1ccc(Br)cc1 | -8 | -1 | -1 | -2 | 9 | -2 | -13 | 9 | -1.3
CCCn1cc(CN2CCCC(CNC(=O)c3ccc(F)cc3)C2)c(C)n1 (stereo not drawn) | 10 | -11 | -1 | 19 | -1 | -1 | 3 | 2 | 3.3
O=C(O)/C=C\C(=O)NCc1ccccc1 | 1 | 5 | -1 | 11 | -2 | 10 | -6 | 24 | -0.1
CCn1cc(C(=O)NC(=S)Nc2cccc(O)c2)cn1 | 1 | 11 | -1 | 17 | -6 | 2 | -8 | 3 | 0.2
NC(=O)[C@@H]1CCCNc2c(F)cc([N+](=O)[O-])cc2C(=O)N[C@@H](CO)C(=O)NCC(=O)N1 | 12 | 4 | 4 | 11 | 1 | 7 | 5 | 6 | 1.8
Cc1ccc(N2C3=C(C(=O)CC(C)(C)C3)C(c3cn(C)nc3C)C3=C2CC(C)(C)CC3=O)cc1 | 4 | -4 | 5 | 10 | 6 | 12 | -31 | 7 | 3.0
O=C1CCCCC1C(=O)c1ccccc1 (stereo not drawn) | . | 53* | . | . | . | . | -18 | 0 | -7.0
COc1ccc(C(=O)NCc2nnc(SCC(=O)N3CCCCC3)o2)cc1OC | 2 | -36 | -2 | 10 | -5 | 3 | -4 | 15 | 4.8
COc1ccc(NC(=O)C2CSC(C)(C)N2C=O)cc1 (stereo not drawn) | -7 | 2 | 1 | 3 | 4 | 4 | 18 | 2 | -1.5
COc1ccccc1C(=O)NNC(=O)c1ccc(F)cc1 | -4 | 8 | -2 | -3 | 7 | 7 | 9 | 7 | 0.2
COc1ccc(-c2sc3cc4c(cc3c2C#CC2(N)CCCCC2)OCO4)cc1 | 3 | -12 | 4 | 1 | 11 | -1 | -3 | 31 | -0.4
O=C(Cc1ccc(Cl)cc1)NN1C(=O)c2ccccc2C1=O | -3 | -1 | -5 | 8 | 9 | 16 | -9 | 9 | -0.1
Cc1cccc(NC(=O)c2cc(NC(=O)c3ccccc3)ccc2N2CCCCC2)c1 | -2 | -9 | 1 | -8 | 2 | 1 | 6 | 5 | -0.2
Cc1ccc(C)c(NC(=O)CN(C)C(=O)c2oc3c(Cl)cccc3c2C)c1 | -11 | -13 | 0 | -22 | 6 | -10 | 30 | 9 | -1.7
O=C1CC(c2ccc(O)c(O)c2)Oc2c1ccc(O)c2O (stereo not drawn) | -1 | 9 | 1 | 19 | 2 | -4 | -32 | 1 | -1.8
COCCNC(=O)C(Cc1c[nH]c2ccccc12)NC(=O)OCc1ccccc1 (stereo not drawn) | -7 | 21 | 4 | 17 | -12 | -5 | -8 | 1 | -0.6
O=C(c1cccc(Cl)c1)C1CCCN(C(=O)c2ccc3c(c2)OCO3)C1 (stereo not drawn) | -3 | 9 | -4 | -2 | 11 | -1 | -10 | 1 | -2.1
Nn1cc(-c2ccccc2)nc1SCC(=O)Nc1ccc2c(c1)OCO2 | 1 | 1 | -2 | 20 | -14 | -1 | -21 | -2 | 1.5
COc1ccc(S(=O)(=O)N2CCCCC2)cc1NC(=O)c1[nH]c(C)c(C(C)=O)c1C | -11 | 0 | 1 | 2 | 1 | 0 | 10 | 4 | 1.2
COC(=O)c1c(C)[nH]c(C(=O)COc2ccc3ccc(=O)oc3c2)c1C | -8 | 4 | 5 | -11 | 1 | 4 | 51* | 59* | -0.6
COc1ccc2nc(NC(=O)CN(C)S(=O)(=O)c3cccs3)sc2c1 | -18 | -33 | 8 | -15 | 3 | -10 | 25 | 5 | 0.9
COc1ccc(NS(=O)(=O)c2cccc(N3CC(O)=C(c4ccccc4)C3=N)c2)cc1 | -1 | -2 | -1 | 19 | 1 | 6 | 4 | 7 | 0.9

Of the compounds above, these have a Cl atom:
SMILES | CHRM5 PAM | CRFR2-BP antag | M5 ag | M1 PAM parental | M5 antag | CHRM4 PAM | TAAR1 antag | TAAR1 ag | CRFBP-R2 agonist
O=C(Cc1ccc(Cl)cc1)NN1C(=O)c2ccccc2C1=O | -3 | -1 | -5 | 8 | 9 | 16 | -9 | 9 | -0.1
Cc1ccc(C)c(NC(=O)CN(C)C(=O)c2oc3c(Cl)cccc3c2C)c1 | -11 | -13 | 0 | -22 | 6 | -10 | 30 | 9 | -1.7
O=C(c1cccc(Cl)c1)C1CCCN(C(=O)c2ccc3c(c2)OCO3)C1 (stereo not drawn) | -3 | 9 | -4 | -2 | 11 | -1 | -10 | 1 | -2.1

Next part.
SMILES | CHRM5 PAM | CRFR2-BP antag | M5 ag | M1 PAM parental | M5 antag | CHRM4 PAM | TAAR1 antag | TAAR1 ag | CRFBP-R2 agonist
Cc1c(Cl)cccc1NC(=O)COC(=O)Cn1cnc2c1c(=O)n(C)c(=O)n2C | -3 | 1 | -4 | 9 | 13 | 3 | 9 | -1 | 0.2
CN1CCOCCOc2ccccc2OCCOCC1 | -12 | -8 | -3 | 6 | 9 | 3 | -10 | 1 | 1.6
Cc1ccc(C)c(NC(=O)CN(C)C(C)C(=O)N2CC(C)CC(C)C2)c1 (stereo not drawn) | 19* | 27 | -3 | 15 | -21 | 16 | -11 | 0 | -2.8
CCC(C)NC(=O)c1ccc(NC(=O)C2=C(C)OCCS2)cc1 (stereo not drawn) | -4 | 1 | -5 | -4 | 7 | -8 | -17 | 5 | 1.1
COc1ccc(N(CC(=O)NCc2ccc3c(c2)OCO3)S(=O)(=O)c2ccccc2[N+](=O)[O-])c(OC)c1 | -3 | -3 | -6 | 12 | 8 | -2 | -1 | 3 | 0.5
CN(C(=O)c1ccc2c(c1)OCCO2)c1c(N)n(Cc2ccccc2)c(=O)[nH]c1=O | 5 | 1 | 1 | 15 | 1 | -1 | -24 | 1 | 0.4
COC(=O)c1ccc(-n2c(C)cc(C(=O)COC(=O)C3=COCCO3)c2C)cc1 | 4 | 4 | 3 | -17 | 6 | 2 | 0 | 5 | 0.1
O=C(C[C@H]1C/C=C\C[C@@H](NC(=O)OCC2c3ccccc3-c3ccccc32)C(=O)O[C@@H](c2ccccc2)CNC1=O)N[C@H](CO)Cc1ccccc1 | -8 | 3 | -2 | -20 | 14 | -1 | 3 | 11 | -1.7
CCCn1c(N)c(C(=O)COC(=O)CNC(=O)c2ccc(C)c(C)c2)c(=O)n(C)c1=O | -6 | 2 | -1 | -7 | 8 | -3 | -14 | 0 | -0.6
COCc1cc(C)[nH]c(=O)c1C(=O)NC12CC3CC(CC(C3)C1)C2 | 3 | 2 | -6 | 9 | 2 | 10 | 3 | 2 | -1.9
O=C(NC(=S)N1CCN(Cc2ccc3c(c2)OCO3)CC1)c1ccc(Cl)cc1 | -3 | -12 | -6 | -2 | 1 | 0 | -12 | 0 | 0.5
O=[N+]([O-])c1ccc(S(=O)(=O)N2CCSC2c2ccco2)cc1 (stereo not drawn) | -12 | -19 | -13 | -2 | 6 | -12 | -18 | -2 | 1.5
CCS(=O)(=O)C1=NN2C(=N)/C(=C\c3ccc(OC(=O)c4ccco4)cc3)C(=O)N=C2S1 | 2 | 12 | -5 | -18 | 0 | 0 | 3 | -1 | -1.4
Cc1nnc(N/N=C/c2cccc(C(F)(F)F)c2)n1N | -2 | 12 | 1 | 2 | 10 | 2 | -6 | 4 | 0.1
Cc1ccc(S(=O)(=O)N2CCCCC2)cc1NC(=O)CCNC(=O)c1ccccc1Cl | 0 | 7 | -1 | 6 | -2 | 2 | -36 | 2 | -0.5
COCCNC(=O)c1cc2nc(-c3ccc(F)cc3)cc(C(F)(F)F)n2n1 | 8 | -4 | 2 | 9 | 0 | -1 | -27 | 2 | 0.1
CC(=O)COc1coc(CN2CCN(c3ccc(F)cc3)CC2)cc1=O | 7 | 5 | -3 | 19 | 3 | -1 | -32 | 2 | -0.5
COc1ccc([C@@H]2CC=C(C(=O)O)[C@H](c3ccccc3)N2S(=O)(=O)c2ccc(C)cc2)cc1OC | -1 | 2 | 5 | 8 | 8 | 6 | 0 | 0 | -1.9

Single entries from above.
CHRM4 PAM result of COC(=O)c1ccc(-n2c(C)cc(C(=O)COC(=O)C3=COCCO3)c2C)cc1 → 2
M1 PAM parental result of O=C(C[C@H]1C/C=C\C[C@@H](NC(=O)OCC2c3ccccc3-c3ccccc32)C(=O)O[C@@H](c2ccccc2)CNC1=O)N[C@H](CO)Cc1ccccc1 → -20
M1 PAM parental result of CCS(=O)(=O)C1=NN2C(=N)/C(=C\c3ccc(OC(=O)c4ccco4)cc3)C(=O)N=C2S1 → -18

A different layout for four compounds above:
| Molecule | CHRM5 PAM | CRFR2-BP antag | M5 ag | M1 PAM parental | M5 antag | CHRM4 PAM | TAAR1 antag | TAAR1 ag | CRFBP-R2 agonist |
| --- | --- | --- | --- | --- | --- | --- | --- | --- | --- |
| Cc1nnc(N/N=C/c2cccc(C(F)(F)F)c2)n1N | -2 | 12 | 1 | 2 | 10 | 2 | -6 | 4 | 0.1 |
| Cc1ccc(S(=O)(=O)N2CCCCC2)cc1NC(=O)CCNC(=O)c1ccccc1Cl | 0 | 7 | -1 | 6 | -2 | 2 | -36 | 2 | -0.5 |
| COCCNC(=O)c1cc2nc(-c3ccc(F)cc3)cc(C(F)(F)F)n2n1 | 8 | -4 | 2 | 9 | 0 | -1 | -27 | 2 | 0.1 |
| CC(=O)COc1coc(CN2CCN(c3ccc(F)cc3)CC2)cc1=O | 7 | 5 | -3 | 19 | 3 | -1 | -32 | 2 | -0.5 |
